# NR2E3 ag-1 = inhibitors of NR2E3-RetCOR corepressor binding, primary screen, NR2E3 agonist project, biochemical, TR-FRET, GST-NR2E3, biotin-RetCOR | Photoreceptor-specific nuclear receptor (Homo sapiens), Q9Y5X4 | 1536-well | inhibition of corepressor binding, % at 4.78 µM | hit rate 0.12% among 320,000 | AID 2300, 2010;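 active means percent inhibition above the cutoff of mean plus 3 SD of all tested compounds, set per screening campaign, cut at about 20% in these data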;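 further: 0% = DMSO wells and 100% = biotin wells as full block of FRET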
# Target sequence (Q9Y5X4 whole entry, looked up): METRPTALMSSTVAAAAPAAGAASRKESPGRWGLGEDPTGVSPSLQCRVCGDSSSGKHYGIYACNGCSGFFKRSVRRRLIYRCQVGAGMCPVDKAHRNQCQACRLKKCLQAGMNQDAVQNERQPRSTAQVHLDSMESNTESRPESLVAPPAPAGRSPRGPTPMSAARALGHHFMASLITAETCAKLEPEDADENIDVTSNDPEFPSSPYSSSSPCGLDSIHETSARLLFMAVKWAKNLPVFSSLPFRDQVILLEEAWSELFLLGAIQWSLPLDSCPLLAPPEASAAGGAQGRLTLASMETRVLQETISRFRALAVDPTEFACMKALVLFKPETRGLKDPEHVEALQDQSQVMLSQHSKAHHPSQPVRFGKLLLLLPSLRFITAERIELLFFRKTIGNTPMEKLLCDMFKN
#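 Material: NR2E3–RetCOR corepressor complex | Quantity: 1.35 nM GST-tagged NR2E3 final | Schedule: 5 h at 4 °C | Replication: Singlicate compound wells | Reagent: RetCOR corepressor, biotinylated, 7 nM | Controls: Biotin wells as high control, 0.6% DMSO wells as low control | Signal: TR-FRET, Eu(K)-anti-GST donor, streptavidin-D2 acceptor, ex 340, em 617/671 nm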
# TROY signal inh = inhibitors of TROY-driven NF-kB signaling, primary screen, Q293 LMP1-TROYcd cells, NF-kB luciferase, uHTS | Q293 LMP1-TROYcd NF-kB luciferase reporter, 4 h | inhibition, % at 10 µM | hit rate 0.98% among 360,000;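 active means compounds whose plate-normalised and pattern-corrected inhibition of the luciferase reporter signal at the single screening dose is 50% or more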
# KKLEB cytotox = cytotoxicity in KKLEB CF airway cells, primary screen, cytotoxicity control for CF NF-kB inhibitor project, cell-based, uHTS, fluorescence assay plates; activity change (cytotoxicity), % at 5 µM; KKLEB CF airway cells viability, ATPlite luminescence, overnight; stronger effect = lower value; cells stimulated with P. aeruginosa culture filtrate; hit rate 0.36% among 360,000;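 active means corrected activity change at or below -50% at 5 µM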
# TRPM1 prom inh = inhibitors of MITF-dependent TRPM1 promoter reporter, primary screen, cell-based, SK-MEL-5, single point, luciferase; AID 488899, 2010; inhibition, % at 12.5 µM; hit rate 0.83% among 330,000; SK-MEL-5 TRPM1 promoter luciferase, 24 h;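 active means mean inhibition across replicates of 60% or more, whatever share of single replicates reaches that level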; further: values of inactives mirror those of a sister screen read the other way
# HIF-2a inh = HIF-2a reporter inhibitors, primary screen, luminescence, 786-0 RCC cells; 786-0 RCC cells HIF-2a reporter, luciferase luminescence, overnight; inhibition, % at 18.8 µM; hit rate 0.72% among 360,000;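 active means inhibition of the luminescence signal of 40% or more relative to plate controls, in a single-dose primary screen at 18.75 µM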
# Shn3 inh set2 = reduction of Shn3 3'UTR firefly luciferase signal, primary screen, Schnurri-3 inhibitor project, cell-based, Clone20 osteoblasts, set 2; hit rate 0.52% among 360,000; inhibition, % at 12.5 µM; Clone20 osteoblast Shn3 3'UTR firefly luciferase, 24 h;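 active means mean inhibition of at least 75% with every replicate also reaching 75%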;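 further: 0% = median of neutral control wells and 100% = pilot-screen positive control compound; some compounds past the cut are filed as inactive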
# CF NFkB inh = inhibitors of PAF-induced NF-kB signaling, primary screen, cell-based, GFP fluorescence, uHTS; inhibition, % at 5 µM; KKLEB NF-kB-GFP reporter, GFP fluorescence overnight; hit rate 0.86% among 360,000;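 active means at least 50% inhibition at 5 µM, scaled per plate between neutral and stimulator controls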;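 further: PAF is a Pseudomonas aeruginosa culture filtrate used as stimulus; plate controls were PAF-stimulated DMSO wells for no effect and unstimulated DMSO wells for full effect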
# TRAIL sens C8 = viability loss with TRAIL in NB7+C8 cells, primary screen, TRAIL sensitizer project, cell-based, ATPlite luminescence | hit rate 1% among 360,000 | inhibition (viability loss, TRAIL sensitization), % at 10 µM | AID 624354, 2012;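 active means compounds causing at least 50% loss of cell viability in the single-dose screen, relative to plate controls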
# TWEAK-Fn14 inh = inhibitors of TWEAK-Fn14 signaling, primary screen, luciferase reporter cells, uHTS. hit rate 2% among 360,000. inhibition, % at 10 µM. TWEAK-stimulated Fn14 reporter cells, luciferase luminescence, 8 h; in the data active means inhibition above about 50%
# Peg3 promoter = Peg3 promoter-driven luciferase inhibitors, primary screen, cell-based, HeLa, luciferase luminescence; HeLa PEG-Prom luciferase reporter, overnight; inhibition, % at 20 µM; hit rate 1.7% among 360,000; AID 588405, 2011;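 active means inhibition of at least 50% at 20 µM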
# NR2E3 ag-2 = NR2E3 agonists in two-hybrid cells, primary screen, cell-based, luminescence, CHO-S, Gal4-NCOR/VP16-NR2E3. luciferase. AID 602229, 2012. inhibition of corepressor binding, % at 3.98 µM. hit rate 0.35% among 360,000;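 active means inhibition above the mean of all tested compounds plus 3 SD, cut at about 70% in these data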;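 further: 0% = DMSO with NR2E3 transfected cells and 100% = cells lacking NR2E3 construct; higher means lower luciferase signal from less NR2E3 corepressor binding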
# Starred values were filed as active, the others as inactive; / = no result given; & = joins results of further samples.
SMILES,NR2E3 ag-1,TROY signal inh,KKLEB cytotox,TRPM1 prom inh,HIF-2a inh,Shn3 inh set2,CF NFkB inh,TRAIL sens C8,TWEAK-Fn14 inh,Peg3 promoter,NR2E3 ag-2
COc1ccc(NC(=O)/C(C#N)=C/c2c(C)nn(-c3ccc(F)cc3)c2Cl)cc1Cl,1,-26,-33,9,24,10,6,17,-38,17,5
COCc1cc(=O)[nH]c(Nc2nc3ccccc3o2)n1,-2,-38,3,-8,-94,33,-24,11,-66,-97,-34
CC(C)(C)c1ccc(S(=O)(=O)NCCN2CCOCC2)cc1,/,6,-10,/,16,-4,6,-20,-11,14,28
CCC(=O)N1CCN(c2nc3ccccc3s2)CC1,2,-76,-5,-30,-194,-42,2,4,-11,-179,-107
COc1ccc(CC(N)c2csc(Nc3cccc(OC)n3)n2)cc1 (stereo not given),/,0,3,/,23,-2,-9,-5,-10,70*,-4
O=C(NNC(=O)c1ccncc1)Nc1ccc([N+](=O)[O-])cc1,-1,8,-8,3,0,-70,-2,8,-1,3,-34
C=CCNC(=O)C1(S(=O)(=O)c2ccccc2)CC=CC1,2,-19,6,-8,-35,-22,-18,-6,14,-36,-46
CCSc1ncccc1-c1nc2ccccc2[nH]1,2,-13,-5,-1,-100,-21,4,2,6,-69,-44
COCc1c(C#N)c(NCCc2ccc(F)cc2)nc(C)c1[N+](=O)[O-],0,-7,0,9,5,19,-11,-11,1,19,0
CN(C)c1ccc(N=Nc2cccc3ccoc23)cc1,-2,-39,-3,-53,-261,-64,-38,18,-2,-318,-151
O=C(Nc1ccccc1[N+](=O)[O-])c1cncc(Br)c1,-1,8,-4,-5,-35,-25,15,-12,104*,-54,-30
C/C(=N\Nc1cc(N2CCOCC2)nc(C)n1)c1cccc([N+](=O)[O-])c1,-2,2,-2,0,-13,78,13,4,-13,40,22
CCn1c(S(=O)(=O)O)nc2ccccc21,0,-4,12,2,12,7,-1,3,5,6,-15
CCOc1ccc(C(C)C)cc1S(=O)(=O)Nc1ccc(Cl)cn1,0,10,6,4,11,7,3,-8,-14,-1,4
O=C(c1snnc1-c1ccccc1)N1CCOCC1,-2,2,10,-1,2,-4,4,-1,-6,12,7
O=c1c(-c2ccccc2)coc2c(CN3CCCCC3)c(O)ccc12,1,17,0,6,-3,-40,-3,6,9,1,10
Cc1ccc2oc(C(=O)NCc3ccc4c(c3)OCO4)c(C)c2c1,6,-42,-3,-13,-106,32,7,-7,-94,-17,-41
Cc1ccc2nc3c(c(Nc4cccc(O)c4)c2c1)CCC3,1,-12,-7,29,15,17,-4,23,-28,17,-46
O=C(Nc1ccc(S(=O)(=O)N2CCCC2)cc1)c1ccc(OCC2CCCO2)cc1 (stereo not given),-1,23,13,13,-1,28,-5,4,25,8,3
COc1ccc(C(=O)OCc2ccccc2F)cc1S(=O)(=O)N1CCCC1,1,6,-24,9,-1,-2,2,10,-13,24,-11
COc1cc(S(=O)(=O)n2ccc(C)n2)ccc1Cl,2,4,14,7,8,-4,-3,-7,7,8,-30
CCc1cccc(NS(=O)(=O)c2ccc(-n3cccn3)cc2)c1,0,3,6,3,4,20,-9,20,16,14,25
CCCNC(=O)Cn1c(=O)oc2cc(S(=O)(=O)N3CC(C)CC(C)C3)ccc21 (stereo not given),-3,7,-2,-47,18,24,23,-22,-13,14,3
COc1ccc(-c2[nH]ncc2/C=N\NC(=O)c2ccc(C(C)(C)C)cc2)cc1OC,2,-93,-2,-8,-98,-24,-6,22,0,-93,-6
Cn1ncc(Cl)c1C(=O)NC1C2CC3CC(C2)CC1C3 (stereo not given),-3,-1,1,-2,13,27,7,-6,4,17,-26
Cc1cc2n(n1)C(c1ccsc1)Nc1ccccc1-2 (stereo not given),0,-12,-8,-6,15,1,13,-4,24,-3,-10
c1cncc(CNc2ncn[nH]2)c1,-5,-5,-24,-4,4,3,-3,7,9,13,-6
CC(=O)c1ccccc1OCCCOc1cccc2cccnc12,1,-11,-9,-19,-53,16,11,24,-24,-52,-45
COc1ccc(/C=C(/C#N)C(=O)Nc2cccc(C)c2C)cc1C(=O)O,2,/,7,0,21,-9,-6,10,10,20,12
Cc1nnc(NCCN2CCOCC2)[nH]c1=O,0,1,8,3,9,-8,3,-5,6,14,-20
Cc1ccc(C)c(NC(=O)CN(C)C(=O)c2ccccc2Cc2ccccc2)c1,3,15,10,8,15,10,7,8,-9,-14,9
Cc1nc2ccccc2c(=O)n1NC(=O)COc1ccccc1,0,-16,-4,1,5,-1,0,1,-2,14,-14
CCOC(=O)C1CCCN(C(=O)Cc2c(C(=O)O)[nH]c3ccccc23)C1 (stereo not given),4,3,8,3,11,1,7,4,10,21,11
COc1ccccc1-c1c(C(F)(F)F)oc2cc(OC(=O)c3ccc([N+](=O)[O-])cc3)ccc2c1=O,-4,7,2,10,-4,4&-81,0,-5,26,17,23
CC(=O)Nc1ccc(NC(=O)c2oc3cc(C)c(C)cc3c2C)cc1,1,-7,0,-7,52*,6,-13,9,-8,-29,-27
Cc1cccc(C(=O)Nc2sc(C(=O)N3CCCC3)c(C)c2C#N)c1,1,8,-4,0,-3,/,11,3,-3,0,-30
CC(C)C(=O)Nc1ccc2c(c1)nc(CCN1CCN(c3ccccc3)CC1)n2C,0,-24,18,8,14,-12,-1,-8,-3,7,-35
C[C@@H]1CN([C@H](C)CO)C(=O)CCCn2cc(nn2)CO[C@H]1CN(C)C(=O)Nc1ccc(C(F)(F)F)cc1,/,-15,4,/,1,-3,14,-8,-2,-20,-23
Cc1c(NC(=O)c2cnn3cccnc23)c(=O)n(-c2ccccc2)n1C,5,5,0,0,-3,8,5,3,9,11,-13
CCCCCCc1ccc(N2C[C@H](Cc3ccccc3)[C@@H](CC(=O)Nc3ccccc3)C2=O)cc1,3,-15,-11,-2,13,6,10,9,-17,0,-4
CCN(CC)C(=O)CSc1nc2ncccc2[nH]1,-1,20,-14,1,-2,-3,-6,-16,7,2,-19
CC(C)C[C@H]1CNC(=S)N1C[C@H]1CCCN1C[C@H](Cc1ccc(O)cc1)N1C[C@H](CC(C)C)N(CCc2ccccc2)C1=S,/,11,-16,/,-18,6,56*,4,25,8,-4
C[C@@H]1CC=C[C@@H]2[C@H]1C(=O)N(Cc1ccccc1)[C@H]2c1cccc(C#Cc2ccccc2)c1,/,-4,-4,16,-26,-1,16,17,-7,4,-22
Cc1ccc(S(=O)(=O)N2CCOCC2)cc1C(=O)N1CCN(Cc2ccccc2)CC1,/,-10,20,7,3,-25,-15,5,1,3,-17
CCC(c1nnc(SCC(=O)Nc2ccc(NC(C)=O)cc2)n1Cc1ccccc1)N(C)C (stereo not given),0,-6,2,-13,1,-4,-11,1,4,15,18
Cc1ccccc1NC(=S)Nc1ccccc1,-1,6,-10,5,-2,2,-11,0,-1,2,-1
CCCCC(=O)Nc1nc(C)c(-c2csc(Nc3ccccc3OC)n2)s1,-1,-27,-6,10,-7,2,-7,7,-1,8,-11
COc1ccc(CCNS(=O)(=O)c2ccc(OC)cc2)cc1,-2,-7,2,-1,6,-23,4,-6,-10,3,-18
CS(=O)(=O)N1CCCC(C(=O)NCc2ccc(F)cc2Cl)C1 (stereo not given),2,-10,-6,-6,3,-3,-1,-1,4,8,11
Cc1ccc(NC(=O)Nc2ccc3c(c2)N(C)C(=O)CS3)cc1C,-3,46,-6,-10,-38,14,29,12,33,-18,-20
O=C(O)C1C2C=CC(C2)C1C(=O)NC(c1ccccc1)c1ccccc1 (stereo not given),0,-10,3,-1,16,-16,-4,-12,-8,18,-13
O=C1CC(c2ccccc2)Sc2nc3ccccc3n21 (stereo not given),-8,49,-12,-51,-222,-40,10,27,34,-257,-106
CCOC(=O)c1c(C)[nH]c(C(=O)OCC(=O)N2c3ccccc3CC2C)c1C (stereo not given),-1,12,11,3,-57,16,-4,13,15,-26,-16
O=C1c2cccc([N+](=O)[O-])c2C(=O)N1C1CCCCC1,1,-10,-14,-5,6,-8,7,-16,10,0,-5
Cc1cccc(C(=O)NNC(=O)CSc2nnc(C3CC3)n2C)c1,7,-12,-1,7,11,8,7,-11,19,-23,-5
O=C(Oc1ccc(-c2cnc3ccccc3n2)cc1)c1ccc(Cl)c([N+](=O)[O-])c1,4,-43,2,-78,-10,-46,-9,26,20,-235,-53
O=C(CN1CCN(S(=O)(=O)c2ccc(Br)cc2)CC1)N/N=C/c1ccco1,3,-2,-7,0,3,-5,9,-16,9,-5,-15
CC(CN1CCCC1)OC(=O)c1ccc(F)cc1 (stereo not given),0,-2,0,-31,21,2,-9,-5,-7,14,-9
CN(C)c1ccc(C(=O)C(O)c2ccccc2Cl)cc1 (stereo not given),/,8,5,15,-14,7,-5,18,10,16,-3
C=CCc1c(OC)ccc2c1c(S(=O)(=O)c1ccc(C)cc1)cn2COC,1,8,-5,27,5,16,14,-12,2,17,-29

# An excerpt of these results, with bars between the fields.
canonical_smiles | NR2E3 ag-1 | TROY signal inh | KKLEB cytotox | TRPM1 prom inh | HIF-2a inh | Shn3 inh set2 | CF NFkB inh | TRAIL sens C8 | TWEAK-Fn14 inh | Peg3 promoter | NR2E3 ag-2
O=C(CN1CCN(S(=O)(=O)c2ccc(Br)cc2)CC1)N/N=C/c1ccco1 | 3 | -2 | -7 | 0 | 3 | -5 | 9 | -16 | 9 | -5 | -15
CC(CN1CCCC1)OC(=O)c1ccc(F)cc1 (stereo not given) | 0 | -2 | 0 | -31 | 21 | 2 | -9 | -5 | -7 | 14 | -9
CN(C)c1ccc(C(=O)C(O)c2ccccc2Cl)cc1 (stereo not given) | / | 8 | 5 | 15 | -14 | 7 | -5 | 18 | 10 | 16 | -3

# Further results follow.
SMILES,NR2E3 ag-1,TROY signal inh,KKLEB cytotox,TRPM1 prom inh,HIF-2a inh,Shn3 inh set2,CF NFkB inh,TRAIL sens C8,TWEAK-Fn14 inh,Peg3 promoter,NR2E3 ag-2
CCCCOc1ccc(/C=c2\sc3ncnn3c2=O)cc1,-2,2,21,-21,3,10,-23,1,5,18,-13
COc1cc(Cl)c(S(=O)(=O)NCCCN2CCOCC2)cc1Cl,1,14,6,6,-2,5,7,5,20,8,-5
Cc1ccc(C(=O)Nc2nnc(NC(=S)Nc3ccccc3)s2)cc1,4,-16,-2,-47,-123,-23,65*,25,-9,-77,-111
Cc1cc(CNC(=O)C2(C(F)(F)F)C/C(=C\CCO)CCCO2)nn1C (stereo not given),6,-21,-2,-1,5,2,9,1,5,1,-18

# From PubChem

# These rows are one share of the data. The share of hits here may be higher or lower than overall.
